Screening data: PubChem, Sanford-Burnham Center for Chemical Genomics
TAG inh: inhibitors of triacylglycerol accumulation. 230,000 tested, 0.66% active. H9c2 cells, Nile Red lipid (TAG) fluorescence; cells loaded with 200 µM oleic acid. inhibition, % at 12.5 µM;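 active = pattern-corrected inhibition of lipid staining of at least 50% with the nuclear-stain viability signal not falling by more than 50%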;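 note: 0% = DMSO wells and 100% = triacsin C control wells; some results filed as inactive read as strong as hits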
TAG inh DAPI viability: recorded beside TAG inh, whose call it bears; DAPI nuclei signal change (viability), lower = more cytotoxic, %;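 whole-well DAPI fluorescence read on a plate reader as a viability signal; minus 50 percent equals half of cells still viable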
Starred values were filed as active, the others as inactive; i = inactive. A portion of the library. The share of hits here may be higher or lower than overall.

SMILES | TAG inh | TAG inh DAPI viability
CC(C)Oc1cccc(C(=O)C2CCCN(Cc3ccc(Oc4ncccn4)cc3)C2)c1 (stereo not given) | -3 | 10
CN(C)c1ccc(C=C2C=Cc3ccccc32)cc1 | 3 | -1
CC1CC(C)CN(C(=O)COC(=O)c2cc3ccccc3cc2O)C1 (stereo not given) | 12 | -6
CCOc1ccc(NC(=O)CN(C)C(=O)c2cccnc2Sc2ccc(Cl)cc2)cc1OCC | -7 | 1
COC(=O)C1=C(Nc2ccc(C)cc2)C=C(C)C(C(=O)OC)C1c1cccc(OC)c1 (stereo not given) | 25 | -24
Cc1c(C(=O)OCC(=O)N(C)c2ccccc2)cccc1[N+](=O)[O-] | -8 | 5
CC(C)CCOP(=O)(c1ccc(N(C)C)cc1)C(Nc1ccccc1)c1ccc(N(C)C)cc1 (stereo not given) | 17 | -2
CCOC(=O)N1CCC(=NNC(=O)Cn2ccc(C(F)(F)F)n2)CC1 | 8 | 0
OCC1(Cc2ccccc2)CCCN(Cc2cn[nH]c2-c2ccccc2)C1 (stereo not given) | -15 | 7
COc1ccccc1CNC(=O)COC(=O)c1ccc2c(=O)n3c(nc2c1)CCCCC3 | -7 | -2
c1coc(CN2CN=C(Nc3nc4ccccc4s3)NC2)c1 | -10 | 6
CCC(=O)N(C)CCc1cc2c(c(OC)c1/C=N/NC(=O)[C@H]1C[C@@H]1c1ccccc1)OCO2 | 9 | 0
O=C1C2C3C=CC(C3)C2C(=O)N1CNc1ccccc1 (stereo not given) | -4 | -3
N/C(=N\OC(=O)CCCOc1ccc(Cl)cc1Cl)c1ccccn1 | 3 | -17
Cc1ccc(NC(=O)CC2=NC(=O)C(CC(=O)Nc3ccccc3F)S2)cc1 (stereo not given) | -4 | 8
COc1ccc(-c2oc(/N=C/N3CCOCC3)c(C#N)c2-c2ccc(OC)cc2)cc1 | 41 | -9
Oc1ccc(-c2nc3ccccn3c2NCc2ccc3c(c2)OCO3)cc1 | 5 | 43
Cc1cccn2c(CNCCc3ccccn3)c(C(=O)N3CCOCC3)nc12 | 0 | 7
C=CCn1c(SCC(=O)c2[nH]c(C)c(C(C)=O)c2C)nnc1-c1ccncc1 | 7 | -2
Nc1nc(SCC(=O)NN(c2ccccc2)c2ccccc2)n[nH]1 | -9 | 0
CC(C)CC(C(=O)NC1CCCCC1)N(Cc1cccs1)C(=O)c1snc(C(N)=O)c1N (stereo not given) | 26 | -11
O=C(COC(=O)c1ccc2ccccc2n1)NC1CCCCC1 | -10 | 3
CCNC(=O)C1CCCN(Cc2ccc3ccccc3c2Br)CC1 (stereo not given) | 0 | -2
CC1(C(=O)NS(=O)(=O)c2cccc(C#N)c2)CCN1C(=O)CCC1CCCC1 (stereo not given) | 2 | 0
CCn1c(CC(=O)Nc2ccc(F)cc2)nnc1SCC(=O)N1CCOCC1 | -1 | 6
O=[N+]([O-])c1cc(/C=N/n2c(-c3ccncc3)n[nH]c2=S)ccc1Cl | -3 | -2
CC(C)(C)C(=O)/C=c1\[nH]c(=O)/c(=C\c2ccccc2F)s1 | 15 | -6
CC(NC(=O)COc1ccccc1F)C1CC2CCC1C2 (stereo not given) | 7 | 2
COCCNC(=O)COC(=O)/C=C/c1c(C)nn(Cc2ccc(Cl)cc2Cl)c1Cl | -4 | 7
CC1CC(C)(C)NC(=S)N1CCCC(=O)NCc1ccccc1 (stereo not given) | -6 | -1
COc1ccc(C(CNC(=O)c2ccc(C)c(S(=O)(=O)N3CCOCC3)c2)N2CCCC2)cc1 (stereo not given) | -4 | 5
Nc1nc(SCc2ccccc2Cl)[nH]c(=O)c1-c1ccccc1 | -38 | -6
Cc1cc(Cn2nc(-c3ccccc3)cc2C(=O)NCc2cccs2)on1 | 13 | i
O=C(Nc1ccccc1)c1nc[nH]c1C(=O)N1CCN(c2ccccc2)CC1 | -15 | -9
COC(=O)C(NC(=O)C(NC(=O)C1CCC(C)CC1)C(C)C)C(C)C (stereo not given) | -6 | 6
Cc1ccc(C(=O)NNS(=O)(=O)c2ccccc2[N+](=O)[O-])cc1 | -13 | 5
COc1cc(/C=C(\C#N)c2nc3ccccc3o2)ccc1O | 0 | -7
Cc1nn(-c2ccccc2)c(N2CCCC2)c1/C=N/NC(=O)C1CC1 | 15 | -19
O=C(Nc1ccccc1N1CCCCC1)C1CCN(S(=O)(=O)c2ccccc2C(F)(F)F)CC1 | 11 | -8
CCOCc1cn(CC(=O)c2ccc(Cl)cc2)c(C)nc1=N | -2 | 12

Next part (two carried over from the part before).
SMILES | TAG inh | TAG inh DAPI viability
O=C(Nc1ccccc1N1CCCCC1)C1CCN(S(=O)(=O)c2ccccc2C(F)(F)F)CC1 | 11 | -8
CCOCc1cn(CC(=O)c2ccc(Cl)cc2)c(C)nc1=N | -2 | 12
Cc1ccc(S(=O)(=O)N2CCN(C(=O)CN3CCCCC3)C2)cc1 | -4 | -7
Cc1nc2cc(NC(=O)NCCCO)ccc2o1 | -7 | 10
Cc1sc2ncnc(N3CCC(C(=O)NNC(=O)c4ccccc4Cl)CC3)c2c1C | -5 | 1
Cc1ccc(-c2nnn(CC(=O)N(C)C3CCCCC3)n2)o1 | -1 | -10
Cc1cccn2cc(-c3ccc(NC(=O)Cc4ccccc4)cc3)nc12 | -10 | 8
CCCCN=C(Nc1ccc(Cl)cc1)c1cccnc1 | -6 | 15
COC(=O)CNC(=O)c1ccc(OC2CCN(C(=O)C3CC3)CC2)cc1 | 2 | 2
Cc1cc(C)cc(OCC(=O)OCC(=O)N(CC(C)C)c2c(N)n(Cc3ccccc3)c(=O)[nH]c2=O)c1 | -7 | -4
CN1CCN(NC(=O)c2ccc(S(=O)(=O)N3CCCCCC3)cc2)CC1 | 6 | 3
O=C1C2C3C=CC(C3)C2C(=O)N1CCCO (stereo not given) | -11 | -6
O=C(CCC(=O)Nc1ccccc1Cl)NNC(=S)Nc1ccccc1C(F)(F)F | -4 | 7
N#CCSc1nc2c(c(=O)n1Cc1ccco1)C1(CCCC1)Cc1ccccc1-2 | -18 | 9
COc1cc(-c2[nH]nc3c2C(c2ccco2)C(C#N)=C(N)O3)cc(OC)c1OC (stereo not given) | 7 | -2
O=C(CSCc1cccc(Cl)c1)N1CCN(Cc2ccc3c(c2)OCO3)CC1 | -21 | 19
O=C(CCn1nc(-c2ccccc2)c2ccccc2c1=O)N1CCN(c2ccccc2)CC1 | 0 | 5
O=S(=O)(c1ccc(Cl)cc1)N1CCC2(CC1)OCCN2S(=O)(=O)c1cccs1 | -8 | 8
Cc1csc(NC(=O)CSc2ccccc2F)n1 | 10 | -15
Cc1ccc(NC(=O)c2ccc(C)c(S(=O)(=O)N3CCOCC3)c2)nc1 | -15 | 1
Cc1ccc(-n2c(COc3ccccc3)nnc2SCC(=O)O)cc1 | 7 | 6
COc1ccc(-n2c(C)cc(/C=C3\SC(=S)N(Cc4ccco4)C3=O)c2C)cc1 | -13 | 0
Cc1cc(NC(=NC2CC2)c2ccccc2F)n(-c2ccccc2)n1 | -17 | -4
N#Cc1cccnc1N1CCN(C(=O)c2cccc3c2C(=O)c2ccc(-c4ccc(F)cc4OCc4ccccc4)cc2S3(=O)=O)CC1 | 40 | 3
O=C(C1CCN(S(=O)(=O)c2c(Cl)cccc2Cl)CC1)N1CCCCCCC1 | 11 | -8
CCCCN(C(=O)Cn1nnc2ccccc21)C(C(=O)NCCOC)c1ccc(OC)cc1 (stereo not given) | 7 | -11
O=C(Nc1ccc(Cl)cc1)Nc1csc([N+](=O)[O-])c1 | -28 | -3
CC(C)(C)c1cc(NC(=O)COC(=O)c2nccnc2N)n(-c2ccccc2)n1 | -11 | -2
O=C(Nc1cccc([N+](=O)[O-])c1)Nc1ccc2c(c1)CCC2 | -21 | -4
CSCCC(NC(=O)c1ccccc1Br)C(=O)NCC(c1ccco1)N1CCCCC1 (stereo not given) | 0 | 12
CN(C)[C@@H](CO)c1nnc([C@H](CCC(=O)O)NC(=O)C2CCNCC2)o1 | 9 | -2
CN(C)CCCNS(=O)(=O)c1ccc(Oc2ncc(C(F)(F)F)cc2Cl)cc1 | 8 | 21
O=C(C1=C(O)C(=O)N(c2ncccn2)C1c1ccc(F)cc1)c1ccco1 (stereo not given) | 13 | -10
COc1ccc(Cn2c(CCCO)nc3ccccc32)cc1OC | -2 | -7
Cc1nn2c(N3CCN(c4ccccn4)CC3)cc(C(C)C)nc2c1-c1ccccc1 | 40 | 10
C=CCC(CC(O)COCCC)C(=O)NNC(=S)Nc1ccccc1 (stereo not given) | -39 | 5
CC(C)COC(=O)n1c(SCC(=O)N(C)C)nc2ccccc21 | 9 | -3
CN1C(=O)C2(C(C#N)=C(N)Oc3n[nH]c(-c4ccc(Cl)cc4)c32)c2ccccc21 (stereo not given) | -7 | -7
CN(C)/C=C/C(=O)c1ncc(C(F)(F)F)cc1Cl | 1 | -5
CCOCCCNC(=O)C(c1ccc(C)cc1)N(Cc1ccc2c(c1)OCO2)C(=O)c1ccccn1 (stereo not given) | -9 | 13
O=C1C2C3C=CC(CC3)C2C(=O)N1c1ccc([N+](=O)[O-])cc1 (stereo not given) | -3 | -11
O=C(NCCCCl)C1CC(=O)N(CCc2ccc(F)cc2)C1 (stereo not given) | -2 | 2

Part of the list above, comma-delimited:
mol,TAG inh,TAG inh DAPI viability
Cc1cc(NC(=NC2CC2)c2ccccc2F)n(-c2ccccc2)n1,-17,-4
N#Cc1cccnc1N1CCN(C(=O)c2cccc3c2C(=O)c2ccc(-c4ccc(F)cc4OCc4ccccc4)cc2S3(=O)=O)CC1,40,3
O=C(C1CCN(S(=O)(=O)c2c(Cl)cccc2Cl)CC1)N1CCCCCCC1,11,-8
CCCCN(C(=O)Cn1nnc2ccccc21)C(C(=O)NCCOC)c1ccc(OC)cc1 (stereo not given),7,-11
O=C(Nc1ccc(Cl)cc1)Nc1csc([N+](=O)[O-])c1,-28,-3
CC(C)(C)c1cc(NC(=O)COC(=O)c2nccnc2N)n(-c2ccccc2)n1,-11,-2
O=C(Nc1cccc([N+](=O)[O-])c1)Nc1ccc2c(c1)CCC2,-21,-4
CSCCC(NC(=O)c1ccccc1Br)C(=O)NCC(c1ccco1)N1CCCCC1 (stereo not given),0,12
CN(C)[C@@H](CO)c1nnc([C@H](CCC(=O)O)NC(=O)C2CCNCC2)o1,9,-2
CN(C)CCCNS(=O)(=O)c1ccc(Oc2ncc(C(F)(F)F)cc2Cl)cc1,8,21
O=C(C1=C(O)C(=O)N(c2ncccn2)C1c1ccc(F)cc1)c1ccco1 (stereo not given),13,-10
COc1ccc(Cn2c(CCCO)nc3ccccc32)cc1OC,-2,-7
Cc1nn2c(N3CCN(c4ccccn4)CC3)cc(C(C)C)nc2c1-c1ccccc1,40,10

(continued)
SMILES | TAG inh | TAG inh DAPI viability
Cc1ccc(C(=O)CCC(=O)Nc2ccccc2C)c(C)c1 | 12 | 3
CCOC(=O)c1[nH]c2c(c1-c1ccccc1)C(=O)CC(c1ccc(OC)c(OC)c1)C2 (stereo not given) | 6 | -6
O=C(NC1CCCCCC1)C(=S)NCc1ccccc1 | -3 | 6
O=C(COC(=O)CCN1C(=O)c2cccc([N+](=O)[O-])c2C1=O)NCc1ccccc1 | 0 | -4
Cc1ccc(-c2c(C)sc3nc(CN4CCN(CC(=O)NC5CC5)CC4)[nH]c(=O)c23)cc1 | 9 | 3
CC(CC(=O)N(C)c1c(N)n(Cc2ccccc2)c(=O)[nH]c1=O)c1ccccc1 (stereo not given) | -10 | 10
COc1ccccc1S(=O)(=O)NCc1ccc(C(=O)NC(C)c2ccccn2)cc1 (stereo not given) | -7 | 3
CN(C)c1cccc(NC(=O)C2Cc3c(-c4cccnc4)ccnc3O2)c1 (stereo not given) | 10 | -1
O=C(O)C(Cc1ccccc1)N1C(=O)c2cccc3cccc(c23)C1=O (stereo not given) | -4 | -2
O=C(NC(=S)Nc1ccccc1N1CCN(C(=O)c2ccccc2)CC1)c1ccccc1F | 10 | 4
O=c1c(Cc2ccccc2)c(O)ccn1Cc1ccc2c(c1)OCO2 | 9 | -7
COc1cc(CC(=O)NCCc2ccc(S(N)(=O)=O)cc2)cc(OC)c1OC | -7 | -1
O=C(CN1C(=O)CC(c2ccccc2)=Nc2ccccc21)NC1CCCCC1 | 46 | -4
Cc1ccc(Nc2c(-c3ccccc3O)nc3cnccn23)cc1 | -5 | 3
CCCOc1ccc(C(=O)Nc2nc(C)c(Cc3ccc4c(c3)OCO4)s2)cc1 | 50 | -17
O=C(Cc1c(F)cccc1Cl)OCC(=O)N1CCc2ccccc21 | -22 | 6
O=C(NCc1ccc2c(c1)OCO2)C1CCC(=O)N1C1CCCCC1 (stereo not given) | -6 | 15
CCOC(=O)C1(Cc2cccc(F)c2)CCN(C(=O)c2cscn2)CC1 | 0 | -14
COc1ccc(COC(=O)c2cc(S(=O)(=O)N3CCCCC3)ccc2N2CCOCC2)cc1 | -24 | 3
O=C1CCC/C=C/C[C@@H](CC(=O)N(CCO)Cc2ccccc2)C(=O)NC[C@@H](c2ccccc2)O1 | 0 | -16
CCc1c(-c2ccccc2)[n+](=O)c2c(n1[O-])CCC2 | 0 | 6
O=C1c2ccc3c4c(ccc(c24)C(=O)N1c1cccc(O)c1)CC3 | 1 | 4
O=C(CSc1nc(N2CCCCC2)nc(N2CCCCC2)n1)c1ccccc1 | 18 | 12
O=C(CSc1nc(O)c(Cc2ccccc2F)c(=O)[nH]1)N1CCCCCC1 | -16 | 33
Oc1ccc(-c2csc(Nc3ccc4c(c3)OCO4)n2)c(O)c1 | -3 | -10
N#C/C(=C(/O)CN1CCOCC1)c1nc2ccccc2s1 | -9 | -1
Cc1ccc2cccc(OCC(=O)Nc3ccc(N4CCOCC4)cc3)c2n1 | -7 | 4
O=C(NCCc1cn2ccccc2n1)c1cc(COc2ccc3ncccc3c2)on1 | -28 | -2
C#CCOCCOCCOCCNc1nc(N2CCN(C(=O)[C@H]([C@@H](C)CC)n3cc(CCCN=C(N)N)nn3)CC2)nc(N2CCN(C(=O)[C@H](CCCCN)n3cc(CCCC)nn3)CC2)n1 | -16 | 20
O=C(c1ccc(Cl)c([N+](=O)[O-])c1)N(Cc1ccc(F)cc1)C1CCS(=O)(=O)C1 (stereo not given) | 3 | 3
O=C(Nc1nncs1)c1ccc(N2C(=O)C3C4C=CC(C4)C3C2=O)cc1 (stereo not given) | 15 | 4
